From PubChem
CHT PAM – allosteric activators of human choline transporter CHT; CHT-expressing cells, membrane potential dye, choline EC20; stronger effect = higher value; LV-AA mutant CHT in HEK293 cells; AID 488977; B-score at 10 µM; hit rate 0.49% among 310,000; Q9GZV3;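 active = initial fluorescence not abnormally high and integrated response B-score, plate-corrected, over 3 SD above library mean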
Target sequence (Q9GZV3 whole entry, looked up): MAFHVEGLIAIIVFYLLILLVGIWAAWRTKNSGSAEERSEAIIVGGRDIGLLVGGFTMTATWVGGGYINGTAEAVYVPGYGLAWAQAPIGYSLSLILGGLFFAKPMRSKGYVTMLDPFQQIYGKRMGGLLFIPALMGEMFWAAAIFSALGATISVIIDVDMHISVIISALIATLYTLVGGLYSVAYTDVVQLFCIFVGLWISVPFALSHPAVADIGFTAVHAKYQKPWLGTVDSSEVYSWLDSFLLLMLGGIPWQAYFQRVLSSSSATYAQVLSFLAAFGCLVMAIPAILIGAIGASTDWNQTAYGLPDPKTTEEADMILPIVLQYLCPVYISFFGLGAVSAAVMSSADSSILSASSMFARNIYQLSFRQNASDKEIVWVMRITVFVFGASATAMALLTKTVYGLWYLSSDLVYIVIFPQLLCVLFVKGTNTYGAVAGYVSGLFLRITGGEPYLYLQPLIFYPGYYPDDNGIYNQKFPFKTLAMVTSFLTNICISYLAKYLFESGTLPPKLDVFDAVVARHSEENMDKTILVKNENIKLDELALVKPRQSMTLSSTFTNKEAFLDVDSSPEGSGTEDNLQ
OX1R antagonist – antagonists of human orexin 1 receptor | O43613 | CHO/OX1R cells, Fluo-8 calcium fluorescence, orexin A | inhibition, % at 5 µM | hit rate 0.43% among 330,000;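 active = inhibition above its plate's threshold, mean inhibition of all tested compounds on the plate plus 3 SD, cut at about 37% in these data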;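 also: 0% = orexin A challenge wells and 100% = SB-334867-A antagonist wells; not every result past the cut was called active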
Target sequence (O43613 whole entry, looked up): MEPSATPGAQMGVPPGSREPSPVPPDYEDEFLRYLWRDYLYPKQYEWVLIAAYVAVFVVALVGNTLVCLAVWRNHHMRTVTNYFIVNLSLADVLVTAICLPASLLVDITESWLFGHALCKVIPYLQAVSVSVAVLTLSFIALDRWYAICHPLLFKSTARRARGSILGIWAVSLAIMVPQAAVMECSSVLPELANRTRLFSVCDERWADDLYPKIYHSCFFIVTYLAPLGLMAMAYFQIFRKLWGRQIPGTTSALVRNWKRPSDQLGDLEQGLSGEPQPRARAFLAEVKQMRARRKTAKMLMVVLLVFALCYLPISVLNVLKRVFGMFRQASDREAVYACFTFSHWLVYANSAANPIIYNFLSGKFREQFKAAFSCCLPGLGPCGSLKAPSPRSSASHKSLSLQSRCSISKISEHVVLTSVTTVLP
* = called active by the depositor; i = inactive; . = no result given.

smiles | CHT PAM | OX1R antagonist
O=C(CSc1nnc(-c2ccccc2)n1Cc1ccco1)Nc1ccc2c(c1)OCCO2 | i | -14.5
O=C(NC1CC1)c1cccc(Br)c1 | i | 7.1
COc1ccc(NC(=O)CN(c2ccccc2)S(=O)(=O)c2ccccc2)c(OC)c1 | i | -10.6
NNC(=S)Nc1ccc(Cl)cc1 | i | -6.9
Cc1ccc(C)c(-n2c(-c3cccnc3)n[nH]c2=S)c1 | i | -4.5
COc1ccc(S(=O)(=O)N2CCC(C(=O)NCc3ccncc3)CC2)cc1Cl | i | -16.6
CCOCCCN(C)C1CCN(C(=O)c2oc3ccccc3c2NC(=O)Cc2ccc(F)cc2)CC1 | i | -28.6
COc1ccc(-n2nc(C(=O)O)c3ccccc3c2=O)c(OC)c1 | i | -1.4
O=C1CC2(CCN(C(=O)c3ccccc3Cl)CC2)Oc2ccccc21 | i | -19.1
CN(CC(=O)Nc1ccc(F)cc1)C(=O)COC(=O)Cc1c(F)cccc1Cl | i | -18.8
CN(N=Nc1ccc([N+](=O)[O-])cc1)c1ccccc1 | i | -20.0
O=C1C=C(c2ccc(C(=O)O)c(Cl)c2)C[C@@H](c2ccc3c(c2)OCO3)C1 | . | -29.2
CCOc1ccccc1Oc1coc2cc(O)ccc2c1=O | i | -9.5
O=S(=O)(O)CCN1CCOCC1 | i | -18.2
CC(C)(C)OC(=O)N1Cc2ccccc2C[C@H]1C(=O)NC1CCCC1 | i | .
CN(CCOc1ccccc1)C(=O)c1ccc(F)c(S(=O)(=O)N2CCOCC2)c1 | i | -28.8
CC(C)NC(=O)Nc1cccc2c1O[C@H](CN(C)S(=O)(=O)c1ccc(F)cc1)[C@@H](C)CN([C@H](C)CO)C2=O | . | -12.9
Cc1cccn2c(=O)c3cc(C(=O)N4CCN(C(=O)c5ccco5)CC4)n(C)c3nc12 | i | -21.5
CCOC(=O)[C@H]1[C@H]2COc3ccc(OC)cc3[C@@H]2N2C(=O)c3cc(OC)c(OC)cc3NC(=O)[C@@]12C | i | -22.1
C=CCOC(=O)C1=C(C)Nc2[nH]c(=O)[nH]c(=O)c2C1c1ccccc1 (stereo unspecified) | i | -8.0
Cc1ccc(/C=N/Nc2nnc(Cl)c3ccccc23)cc1 | i | -20.1
CC(C)NC(=O)c1onc(CSc2ccc(F)c(F)c2)c1C(=O)O | i | -14.9
CCOC(=O)c1cc[n+](CC(=O)c2ccc(F)cc2)cc1 | i | -15.0
CN(CC(=O)Nc1ccc(F)cc1)C(=O)C1CCN(C(=O)Nc2ccccc2)CC1 | . | -13.0
C/C=C/c1ccc(OCCCCNCc2ccco2)c(OC)c1 | i | -29.3
O=C(NCCc1ccc(F)cc1)C(=O)Nc1cc2c3c(c1)CC(=O)N3CCC2 | i | -22.6
CCOC(=O)c1c(C)[nH]c(C)c1C(=O)CSc1nc2ccccc2c(=O)n1-c1ccc(C)cc1 | i | -12.9
O=C(COc1ccc([N+](=O)[O-])cc1)N(Cc1ccccc1)Cc1ccccc1 | i | -14.3
O=C(Nc1cccc(-c2ccc3nncn3n2)c1)c1ccco1 | i | -19.0
COc1ccc(/C=C/C(=O)NCC2COc3ccccc3O2)cc1OC (stereo unspecified) | i | -16.7
COc1cccc(N2CCN(C(=O)CN(c3cc(C)cc(C)c3)S(=O)(=O)c3c(C)noc3C)CC2)c1 | i | -6.2
CCN(CC)c1ccc(C2C(C(=O)OC(C)C)C(=O)CC(C)(O)C2C(=O)OC(C)C)cc1 (stereo unspecified) | i | -17.9
CCOc1cc(S(=O)(=O)N2CCC(C(N)=O)CC2)ccc1F | i | -18.4
Cc1cc(Cl)c(O)c(-n2nc3ccccc3n2)c1 | i | -9.0
Cc1c(C(=O)N(C)CCCCN2CCOCC2)oc2c(F)cccc12 | i | -35.0
O=C(O/N=C(\c1ccccc1)c1ccccn1)c1ccc(Cl)c(Cl)c1 | i | -16.4
COc1ccc(S(=O)(=O)N2CCCCCC2)cc1C(=O)N(C)CC(=O)Nc1ccc(F)cc1 | i | -15.1
NC(=O)[C@H]1CC2(CC(c3cccc(NC(=O)[C@H]4CCC(=O)N4)c3)=NO2)CN1C(=O)CC(c1ccccc1)c1ccccc1 (stereo partly specified) | i | -8.2
CCCCN(C)CCNC(=O)c1ccc(Cn2c(=S)[nH]c3ccc(Br)cc3c2=O)cc1 | i | -12.8
CCOC(=O)N1CCN(c2cc(N)c([N+](=O)[O-])cc2F)CC1 | i | 0.9
CN(C(=O)c1nn(C)c2c1CS(=O)(=O)c1ccccc1-2)c1cccc(Cl)c1 | i | -14.0
COCc1ccc(C(=O)N2CCCC(Nc3ccc(C(C)C)cc3)C2)o1 (stereo unspecified) | i | -15.3
CCOC(=O)C1CCN(C(=O)COC(=O)C2CCN(S(=O)(=O)c3ccc4c(c3)OCCO4)CC2)CC1 | i | -12.1
NC1(C#Cc2ccc3oc(=O)c(-n4cc(-c5ccsc5)nn4)cc3c2)CCCCC1 | . | -30.5
O=C(Cc1ccc(Br)cc1)N1CCN(c2ccccn2)CC1 | i | -19.7
COc1ccc(CNC(=O)CSc2nnc(-c3ccc(NC(C)=O)cc3)n2C)cc1 | i | -8.4
COc1cccc(C2=CC(=O)C[C@H](c3ccc(OC)c(OC)c3)C2)c1 | . | -2.5
CCCCC1CC(CSc2ncn[nH]2)OC1=O (stereo unspecified) | i | -11.7
CCOc1ccc(S(=O)(=O)/N=C(/Nc2ccc(C(C)=O)cc2)c2ccccc2)cc1 | . | -24.0
CC(C)=CCN1CCN(Cc2c(C)nn(C)c2Cl)CC1CCO (stereo unspecified) | i | -23.5
CCN(CC)S(=O)(=O)c1cccc(-c2nnc(SCc3ncc(-c4ccccc4)o3)n2C)c1 | i | -30.3
O=C(O)C1C2C=CC(O2)C1C(=O)Nc1ccccc1C(F)(F)F (stereo unspecified) | i | -9.3
O=C(CN1C(=O)C2CCCCC2C1=O)Nc1ccc(S(=O)(=O)Nc2ncccn2)cc1 (stereo unspecified) | i | -5.8
Cc1cc(C)nc(N2CCCC(C(=O)Nc3ccc4c(c3)OCO4)C2)n1 (stereo unspecified) | i | -10.1
CCCCc1nc2n[nH]c(N)c2c2c1CCCC2 | i | -6.4
CC(C)(C)OC(=O)N1CCN(C(=O)c2nc[nH]c2C(=O)N2CCN(c3ccccc3)CC2)CC1 | . | 2.2
Cc1c(OC(C)C(=O)NCc2ccncc2)ccc2c3c(c(=O)oc12)CCCC3 (stereo unspecified) | i | -30.1
Cc1nc(NCCOc2ccccc2)sc1C(=O)Nc1ccccc1 | i | -14.3
O=C(CCc1ccccc1)Nc1ccc(N2CCOCC2)cc1 | i | 8.7
CNCc1cn2cc(Cl)ccc2n1 | i | -4.3

The list goes on.
| mol | CHT PAM | OX1R antagonist |
| --- | --- | --- |
| O=C(CN1CCN(S(=O)(=O)c2ccccc2)CC1)Nc1ccc([N+](=O)[O-])cc1 | i | -56.5 |
| O=C(Nc1nnc(-c2ccc(Br)cc2)o1)c1ccco1 | i | -2.0 |
| CCCOCC(O)CCc1n[nH]c(=S)n1-c1ccccc1 (stereo unspecified) | i | -6.9 |
| COc1cc2c(cc1OC)C(c1cccs1)N(C(=O)c1ccncc1)CC2 (stereo unspecified) | i | -15.5 |
| Cc1ccccc1CS(=O)(=O)CCC(=O)N1CCN(c2ccc(N3CCOCC3)nn2)CC1 | i | -1.0 |
| COc1ccc(NC(=O)CSc2nc(C3CC3)nc3ccccc23)c(OC)c1 | i | -18.9 |
| COc1ccc(OC)c(S(=O)(=O)NC(C)CCc2ccccc2)c1 (stereo unspecified) | i | -8.1 |
| CCOC(=O)C1=NN(c2ccccc2)C(=O)C1 | i | -5.9 |
| Nn1c(SCc2cccc(F)c2)nnc1-c1ccncc1 | i | -18.3 |
| C=CCS(=O)(=O)c1nc2ccccc2s1 | i | -9.3 |
| O=C1c2ccccc2C(=O)N1C(CO)C(O)c1ccc([N+](=O)[O-])cc1 (stereo unspecified) | i | -16.1 |
| CCOC(=O)c1c(NCC2CCCO2)c2ccccc2[nH]c1=O (stereo unspecified) | i | -13.3 |
| O=C(Cc1ccccc1)Nc1ccc(N2CCOCC2)cc1N1CCOCC1 | i | -18.5 |
| COC(=O)NC(=S)N1CCOCC1 | i | -10.2 |
| CC(=O)N1N=C(c2cccc([N+](=O)[O-])c2)OC1c1cccc(Br)c1 (stereo unspecified) | i | -2.6 |
| S=c1[nH]ccn1-c1ccc(Cl)cc1 | i | 5.8 |
| CCN(CC(=O)Nc1c(C(=O)OC)[nH]c2ccc(C)cc12)c1ccc2c(c1)OCO2 | i | -28.3 |
| COc1ccc2[nH]c3c(c2c1)CCN1C(=O)C(CC(=O)NCC24CC5CC(CC(C5)C2)C4)C[C@H](C(=O)N2CCCCC2)[C@@]31C (stereo partly specified) | . | -25.6 |
| CCc1ccc(NC(=O)C(=O)NCC(O)c2ccccc2)cc1 (stereo unspecified) | i | -6.0 |
| CC1(C)CC(=O)C2=C(C1)NC1=C(C(=O)c3ccccc31)C2c1ccc(Cl)cc1 (stereo unspecified) | i | 4.0 |
| O=C(NCCN1CCN(C(=O)c2cccc(OC(F)F)c2)CC1)c1cccc(OC(F)F)c1 | . | -13.7 |
| CCOC(=O)C1CCN(C(=O)CCS(=O)(=O)c2ccc3c(c2)n(C)c(=O)c(=O)n3C)CC1 | i | -5.7 |
| Cc1ccc(S(=O)(=O)N2CCN(C(=O)c3n[nH]c(=O)c4ccccc34)CC2)c(C)c1 | . | -25.2 |
| O=C(Nc1nncs1)c1c(F)c(F)c(F)c(F)c1F | i | -15.1 |

Record cards, from the list above. Values in the order: CHT PAM | OX1R antagonist
Cc1ccccc1CS(=O)(=O)CCC(=O)N1CCN(c2ccc(N3CCOCC3)nn2)CC1 is listed as i | -1.0
CCOCCCN(C)C1CCN(C(=O)c2oc3ccccc3c2NC(=O)Cc2ccc(F)cc2)CC1 is listed as i | -28.6
Cc1c(C(=O)N(C)CCCCN2CCOCC2)oc2c(F)cccc12 is listed as i | -35.0

Next section:
| mol | CHT PAM | OX1R antagonist |
| --- | --- | --- |
| O=C(Nc1ccccc1F)c1ccc(-c2cccc([N+](=O)[O-])c2)o1 | i | -21.7 |
| CCOc1cc(-c2c(C)c(CC)nc(N)c2C#N)ccc1O | i | -31.3 |
| COc1ccc(OC)c(NC(=O)Nc2cccc3ccccc23)c1 | i | -26.1 |
| Nc1[nH]c(N=NC(=O)c2ccc(F)cc2)c2ccccc12 | i | -5.4 |
| COc1ccc(NC(=O)/C(=C\c2ccc(OC)c(OC)c2)NC(=O)c2ccco2)cc1 | i | -12.8 |
| Cc1onc(-c2ccccc2)c1C(=O)OCCOc1ccc([N+](=O)[O-])cc1[N+](=O)[O-] | i | -3.8 |
| CCN(C(=S)NC(=O)Cc1ccc(OC)cc1)c1ccccc1 | i | -4.5 |
| CN(C(=O)COC(=O)c1nc(-c2ccccc2)n(-c2ccccc2)n1)C1CCS(=O)(=O)C1 (stereo unspecified) | i | -15.5 |
| COc1c2ccoc2nc2c(OC)c(OCC(OC(C)=O)C(C)(C)O)ccc12 (stereo unspecified) | i | -9.1 |
| O=C1NCCN/C1=C\C(=O)c1cccc(Br)c1 | i | 1.0 |
| CN(Cc1ccccc1)C(=O)C1CCN(S(=O)(=O)c2ccc3nc4c(c(C(=O)O)c3c2)CCCC4)CC1 | i | 13.8 |
| CC(C(=O)Nc1cccc([N+](=O)[O-])c1)N1CCN(C/C=C/c2ccccc2)CC1 (stereo unspecified) | i | -6.0 |
| O=C(NC1CCCCC1)c1ccc(CS(=O)(=O)Cc2ccccc2F)o1 | i | -17.0 |
| COC(=O)c1c(-c2cccc3ccccc23)csc1NC(=O)Cc1ccc(OC)c(OC)c1 | i | -6.7 |
| Oc1ccc(-c2nccc(-c3ccc(Br)cc3)n2)cc1 | i | -24.3 |
| COc1ccc(S(=O)(=O)N2CCCCCC2)cc1C(=O)NCCc1ccccc1 | . | -22.0 |
| O=S(=O)([O-])CCC[n+]1ccc(Oc2ccccc2)cc1 | i | . |
| CCOc1ccc(C(=O)NCC(=O)NCCOc2ccc(C)cc2)cc1 | i | -1.1 |
| CCOc1cccc(-c2cc(C(=O)Nc3ccon3)c3ccccc3n2)c1 | i | -22.0 |
| CS(=O)(=O)N1CCC(Oc2cccc(C(=O)NCCCOc3cccnc3)c2)CC1 | i | -14.2 |
| COc1ccc(-c2cc(C(=O)Nc3ccc(OC)cc3OC)no2)cc1 | i | -28.3 |
| CC(=O)c1cn(CC(=O)Nc2ccccc2C)c2ccccc12 | i | 12.5 |
| COc1ccc(S(=O)(=O)N2CCOCC2)cc1NC(=O)CSc1nnc2ccccn12 | i | 5.1 |
| CC(=O)c1ccc(N(C(=O)CS(=O)CC(=O)Nc2ccc(F)cc2)C(C(=O)NC2CCCCC2)c2cccs2)cc1 (stereo unspecified) | i | -17.4 |

3 entries already listed, arranged by count of non-hydrogen atoms, lowest first:
| mol | CHT PAM | OX1R antagonist |
| --- | --- | --- |
| O=S(=O)([O-])CCC[n+]1ccc(Oc2ccccc2)cc1 | i | . |
| CS(=O)(=O)N1CCC(Oc2cccc(C(=O)NCCCOc3cccnc3)c2)CC1 | i | -14.2 |
| COc1ccc(S(=O)(=O)N2CCOCC2)cc1NC(=O)CSc1nnc2ccccn12 | i | 5.1 |

(further entries)
| mol | CHT PAM | OX1R antagonist |
| --- | --- | --- |
| CC(C)(CNC(=O)CC1C(=O)NCCN1Cc1cccc(F)c1)N1CCOCC1 (stereo unspecified) | i | -13.6 |
| O=c1oc2ccccc2c(O)c1Cc1cc(Cl)c2cccnc2c1O | i | -9.3 |
| O=C(CSc1nnc(SCc2ccc(Cl)cc2)s1)N/N=C/c1c(Cl)cccc1Cl | i | -18.5 |
| O=C(/C=C/c1ccc(F)cc1)NC(=S)N1CCOCC1 | i | -17.7 |
| CC1CCN(C(=O)c2ccccc2NC(=O)Cc2ccccc2)CC1 | i | -22.5 |
| CC(=O)Oc1ccc(Cn2cnc3cc4ccccc4cc32)cc1 | i | -13.5 |
| CCOC(=O)c1snc(-c2ccc(F)cc2)c1N | i | -21.7 |
| COc1ccc(C2c3[nH]c4ccccc4c3C[C@H]3C(=O)N(c4ccccc4C(=O)N4CCC(C(=O)O)CC4)C(=O)N23)cc1 (stereo partly specified) | i | -13.8 |
| Cc1ccccc1Cn1ccc(NC(=O)c2nn(C)cc2[N+](=O)[O-])n1 | i | -5.9 |
